aSyn rescue: qHTS of alpha-syn Inhibitors. Yeast expressing alpha-synuclein, growth rescue, BacTiter-Glo, 24 h. Potency, µM (titrated, usually from 46.1 µM), for the others: at the top dose growth rescue (activation), most hits filed as activators. 370,000 tested, 0.14% active; note: potency is the fitted concentration of half-maximal effect; % of control where 0% means no effect; nearly all actives have a fitted effect of over 65% in size
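Readout is rescue of growth in alpha-synuclein-expressing yeast, so inhibitors of toxicity appear as activators. Growth after 24 hr at 30 deg C in galactose medium is quantified by luminescence.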
Mm-Cpn inhibitor: Inhibitors of TCP-1 ring complex (TRiC) of Methanococcus maripaludis (MmCpn): qHTS | AID 504842, 2011 | Potency, µM (doses to about 76.9 µM), without a hit: at the top dose activity, negative = inhibition, hits mostly inhibitors | purified Mm-Cpn ATPase, ADP Transcreener TR-FRET | 330,000 tested, 0.031% active | Chaperonin Mm-Cpn (Methanococcus maripaludis); note: potency is the fitted concentration of half-maximal effect; % is set by controls: 0 for no effect and ±100 for the full control effect; nearly all actives have a fitted effect of over 80% in size
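ATPase read-out: TR-FRET ADP immunoassay (anti-ADP Eu cryptate vs ADP-d2), ex 320 nm, em 590/665 nm; signal drops as ADP forms. Enzyme 25 nM, ATP 10 uM, 30 min at 37°C after 10 min compound preincubation.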
HEK293 tox: qHTS of GLP-1 Receptor Inverse Agonists: Cytotox Screen | 410,000 tested, 0.13% active | Potency, µM (series often up to 38.3 µM), for the others: top-dose activity change, negative = inhibition, actives largely listed as inhibitors | HEK293 cAMP-luciferase reporter cells, luminescence, 24 h | AID 624418, 2012;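 note: loss of luciferase light is scored as toxicity; potency is the fitted concentration of half-maximal effect; % is set by controls: 0 for no effect and ±100 for the full control effect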
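Here, cytotoxicity is scored as loss of luminescence. The MLSMR collection was tested on cells seeded in medium containing 10% Nu serum, with a 24 hr compound exposure preceded by 12 hours of culture.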
TDP43 rescue: qHTS of TDP-43 Inhibitors | TDP-43 expressing yeast growth rescue, BacTiter-Glo, 24 h | Potency, µM (highest dose often 46.1 µM), for inactives: top-dose growth rescue (activation), usual class: activators | 410,000 tested, 1.8% active | AID 652104, 2013; note: potency is the fitted concentration of half-maximal effect; % of control where 0% means no effect; nearly all actives have a fitted effect of over 50% in size
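In this qHTS, compounds that restore growth of yeast expressing TDP-43 appear as activators. Cells (OD600=0.02, galactose medium, raffinose-pregrown) are incubated with compound 24 hr at 30 deg C and growth is quantified by BacTiter-Glo.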
Abeta yeast res: qHTS for compounds that reverse cellular toxicity of Amyloid beta (A-beta) peptide in yeast: Primary Screen; yeast expressing A-beta42, growth rescue, OD600, 48 h; response scale: 0% DMSO, 100% iron-clioquinol control; Potency, µM (highest dose often 46.1 µM), inactives show top-dose growth rescue, actives largely listed as activators; 410,000 tested, 0.063% active; note: potency is the fitted concentration of half-maximal effect; nearly all actives have a fitted effect of over 55% in size
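Growth rescue measured by 600 nm absorbance after 48 h yeast culture at 30 C with compound. Values normalized between DMSO and an equimolar ferric chloride plus clioquinol control.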
FUS yeast rescue: qHTS for Suppressors of FUS Proteinopathy: Primary screen using FUS-linked yeast assay; S. cerevisiae FUS-expressing, growth rescue, OD600, 24 h; Potency, µM (series often up to 76.6 µM), for the others: at the highest dose growth rescue (activation), hits mostly activators; 390,000 tested, 0.24% active;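 note: potency is the fitted concentration of half-maximal effect; plate controls were DMSO vehicle for no effect and reference control for full effect; nearly all actives have a fitted effect of over 55% in size; some results filed as inactive show a strong effect at the top dose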
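Restored growth of FUS-toxic S. cerevisiae, read as 600 nm absorbance after 24 h at 30C in galactose medium (starting OD 0.005). Controls CP55940 and DMSO.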
PTHR1 agonist: qHTS for PTHR1 Agonists: Primary Screen. Parathyroid hormone/parathyroid hormone-related peptide receptor (Homo sapiens), Q03431. HEK293 GP2 PTHR1 cells, GloSensor cAMP luminescence, 1 h. Potency, µM (series often up to 115 µM), for the others: at the highest dose activation, usual class: activators. 410,000 tested, 0.075% active. AID 743266, 2014; note: potency is the fitted concentration of half-maximal effect; nearly all actives have a fitted effect of over 55% in size; some results filed as inactive show a strong effect at the top dose; inactives centre near -15; many of its hits are not listed in these tables
Target sequence (Q03431 whole entry, looked up): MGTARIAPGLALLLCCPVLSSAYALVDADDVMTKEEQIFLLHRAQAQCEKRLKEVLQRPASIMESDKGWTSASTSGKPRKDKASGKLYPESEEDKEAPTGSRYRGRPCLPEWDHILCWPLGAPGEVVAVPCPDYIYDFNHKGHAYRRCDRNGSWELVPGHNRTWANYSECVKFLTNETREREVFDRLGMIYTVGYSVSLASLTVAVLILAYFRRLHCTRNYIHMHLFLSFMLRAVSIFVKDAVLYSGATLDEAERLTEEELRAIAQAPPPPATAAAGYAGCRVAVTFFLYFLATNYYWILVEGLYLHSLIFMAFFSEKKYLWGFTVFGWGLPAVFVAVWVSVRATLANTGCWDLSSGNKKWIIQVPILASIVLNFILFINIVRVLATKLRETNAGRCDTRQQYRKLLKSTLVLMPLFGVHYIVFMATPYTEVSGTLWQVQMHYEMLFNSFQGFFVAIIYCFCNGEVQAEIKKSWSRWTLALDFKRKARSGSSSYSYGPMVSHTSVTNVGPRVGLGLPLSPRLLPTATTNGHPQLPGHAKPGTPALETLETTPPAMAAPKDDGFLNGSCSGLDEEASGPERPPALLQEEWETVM
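HEK-293-derived GP2 cells expressing PTHR1 and a GloSensor cAMP reporter, 3,000/well, plated overnight, given luciferin plus IBMX (each 0.5 mM as added) for 1 h at 37 °C, then compound for 1 h at 37 °C. Luminescence was read after 15 min at room temperature.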
pAkt inh: HTS Assay for Inhibitors of Akt Phophorylation: Primary Screen. Neuro2A IGF-stimulated pAkt S473 HTRF, 20 min; active compounds read low. activity change, % for hits at 50 µM. 360,000 tested, 0.32% active. AID 651550, 2012; in the data active = activity change below about -80%; inconclusive = mostly about -51% to -80%; note: % is set by controls: 0 for no effect and ±100 for the full control effect
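Neuro2A cells in DMEM with 0.5% FBS, overnight at 37 deg C, given compound at single 50 µM final, then IGF (6 nM final) for 20 min at 37 deg C. Lysed; phospho-Akt Ser473 by HTRF after 24 h, 665/615 ratio.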
GLP1R inv ag: qHTS of GLP-1 Receptor Inverse Agonists (Inhibition Mode); Glucagon-like peptide 1 receptor (Homo sapiens), P43220; 410,000 tested, 1.6% active; HEK293 GLP-1R CRE-luciferase, luminescence, 24 h; GLP-1R form is constitutively active; Potency, µM (titrated, usually from 38.3 µM), inactives show at the highest dose activity change, negative = inhibition, usual class: inhibitors; AID 624417, 2012; note: potency is the fitted concentration of half-maximal effect; % is set by controls: 0 for no effect and ±100 for the full control effect; nearly all actives have a fitted effect of over 55% in size
Target sequence (P43220 whole entry, looked up): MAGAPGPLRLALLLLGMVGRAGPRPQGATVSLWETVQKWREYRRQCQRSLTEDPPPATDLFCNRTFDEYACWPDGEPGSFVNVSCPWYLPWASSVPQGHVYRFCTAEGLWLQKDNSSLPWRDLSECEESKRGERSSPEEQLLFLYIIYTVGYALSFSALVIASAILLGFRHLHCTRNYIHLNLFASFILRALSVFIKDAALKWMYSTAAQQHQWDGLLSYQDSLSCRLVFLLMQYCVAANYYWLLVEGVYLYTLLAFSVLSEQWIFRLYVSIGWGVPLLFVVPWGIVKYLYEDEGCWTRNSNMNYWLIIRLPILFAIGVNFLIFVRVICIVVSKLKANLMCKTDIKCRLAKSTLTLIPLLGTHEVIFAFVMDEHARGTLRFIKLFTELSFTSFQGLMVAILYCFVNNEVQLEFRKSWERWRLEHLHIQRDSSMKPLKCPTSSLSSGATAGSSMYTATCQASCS
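Using stably transfected HEK293 (constitutively active GLP-1R, cAMP-luciferase reporter), compounds were incubated 24 hr and luciferase measured by luminescence.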
Starred values were filed as active, the others as inactive; [ ] = dose if it differs, or a comment. Unless noted, calls come from the whole dose curve; as a rule, active = well fitted curve in the direction sought with a large enough effect; inconclusive = small, poorly fitted or top-dose-only effect, or another doubt; inactive = no such curve, though single readings can be large; an effect the other way counts as inactive or inconclusive. Some of the compounds tested; count on the stated rates, not on these rows.

For O=C(Cc1ccccc1[N+](=O)[O-])NCc1ccc(Cl)cc1Cl the results were aSyn rescue -15%, Mm-Cpn inhibitor 2%, HEK293 tox 19%, TDP43 rescue 27%, Abeta yeast res -10%, PTHR1 agonist -21%, pAkt inh inactive and GLP1R inv ag -21%.
CCOC(=O)N/N=C(C)/C=C/c1ccccc1 was read as aSyn rescue -5%, Mm-Cpn inhibitor 0%, HEK293 tox 20%, TDP43 rescue 20%, Abeta yeast res -10%, PTHR1 agonist -2%, pAkt inh inactive and GLP1R inv ag -7%.
`Cc1ccc(Cn2nnc3c(=O)n(CC(=O)NCc4ccc5c(c4)OCO5)cnc32)cc1` gave aSyn rescue 3%, Mm-Cpn inhibitor 1%, HEK293 tox inconclusive, TDP43 rescue -8%, Abeta yeast res 8%, FUS yeast rescue 10%, PTHR1 agonist 11%[57.5 µM], pAkt inh inactive and GLP1R inv ag -15%.
For CCN1CCN(CC(=O)N/N=C/c2cc(Br)cs2)CC1 the results were aSyn rescue -2%, Mm-Cpn inhibitor -9%, HEK293 tox 1%, TDP43 rescue 6%, Abeta yeast res -20%, FUS yeast rescue -14%, PTHR1 agonist inactive, pAkt inh inactive and GLP1R inv ag 1%.
`Cc1c(OCC(=O)N[C@@H](Cc2ccccc2)C(=O)O)ccc2c3c(c(=O)oc12)CCC3` gave aSyn rescue 18%, Mm-Cpn inhibitor 0%, HEK293 tox 4%, TDP43 rescue 10%, Abeta yeast res -7%, FUS yeast rescue 5%, PTHR1 agonist 2%, pAkt inh inactive and GLP1R inv ag 6%.
For O=S(=O)(c1cc(Cl)ccc1Cl)n1nnc2ccccc21 the results were aSyn rescue 0%, Mm-Cpn inhibitor 0%, HEK293 tox 1%, TDP43 rescue -19%, Abeta yeast res -23%, FUS yeast rescue -14%, PTHR1 agonist inactive, pAkt inh inactive and GLP1R inv ag 1%.
Screening O=C(CN1CCCCCC1)Nc1ccccc1[N+](=O)[O-] returned aSyn rescue 0%, Mm-Cpn inhibitor 0%, HEK293 tox -1%, TDP43 rescue 1%, Abeta yeast res -8%, FUS yeast rescue -16%, PTHR1 agonist -8%, pAkt inh inactive and GLP1R inv ag -30%.
COc1ccc(N2CCN(C(CNC(=O)C(=O)NCc3ccc(C)cc3)c3cccnc3)CC2)cc1 (configuration not stated) was read as HEK293 tox -12%, TDP43 rescue 8%, Abeta yeast res -2%, FUS yeast rescue 5%, PTHR1 agonist -28% and GLP1R inv ag 4%.
For COc1ccc(C)cc1S(=O)(=O)N1CCCC(C(=O)N2CCN(c3ccccc3)CC2)C1 (configuration not stated) the results were aSyn rescue 10%, Mm-Cpn inhibitor -1%, HEK293 tox -4%, TDP43 rescue 15%, Abeta yeast res 4%, FUS yeast rescue 28%, PTHR1 agonist -39%[inhibitor], pAkt inh inactive and GLP1R inv ag inconclusive.
For CC(=O)N1c2ccc(S(=O)(=O)N3CCCCC3)cc2CC1C(=O)Nc1ccc(F)cc1C (configuration not stated) the results were aSyn rescue -1%, Mm-Cpn inhibitor -4%, HEK293 tox -3%, TDP43 rescue -7%, Abeta yeast res 3%, FUS yeast rescue inconclusive, PTHR1 agonist -7%, pAkt inh inactive and GLP1R inv ag -14%.
`COc1cccc(NC(=O)COC(=O)CCCc2c[nH]c3ccccc23)c1` gave aSyn rescue 6%, Mm-Cpn inhibitor 2%, HEK293 tox -17%, TDP43 rescue 20%, Abeta yeast res 28%, FUS yeast rescue 37%, PTHR1 agonist -36%[inhibitor][57.5 µM], pAkt inh inactive and GLP1R inv ag 7%.
CCNc1nc(NCC)nc(N(C)N)n1 was read as aSyn rescue -8%, Mm-Cpn inhibitor 0%, HEK293 tox inconclusive, TDP43 rescue 1%, Abeta yeast res -2%, FUS yeast rescue 5%, PTHR1 agonist inactive, pAkt inh inactive and GLP1R inv ag inconclusive.
COc1ccccc1NC(=O)CSc1nc(O)cc(=O)[nH]1 was read as aSyn rescue 3%, Mm-Cpn inhibitor 0%, HEK293 tox 10%, TDP43 rescue -6%, Abeta yeast res -4%, FUS yeast rescue 15%, PTHR1 agonist inactive, pAkt inh inactive and GLP1R inv ag -9%.
CCN(Cc1ccccc1)C(=O)CSc1ccccc1C(=O)O was read as aSyn rescue -8%, Mm-Cpn inhibitor 1%, HEK293 tox 4%, TDP43 rescue 1%, Abeta yeast res 3%, FUS yeast rescue -27%, PTHR1 agonist inactive, pAkt inh inactive and GLP1R inv ag -9%.
Screening Nc1nc(C(F)(F)F)cc(=O)n1N returned aSyn rescue 0%, Mm-Cpn inhibitor -3%, HEK293 tox -15%, TDP43 rescue -7%, Abeta yeast res -1%, FUS yeast rescue 0%, PTHR1 agonist inactive, pAkt inh inactive and GLP1R inv ag 1%.

By substructure: the compounds so far with a nitro group on carbon
For O=C(Cc1ccccc1[N+](=O)[O-])NCc1ccc(Cl)cc1Cl the results were aSyn rescue -15%, Mm-Cpn inhibitor 2%, HEK293 tox 19%, TDP43 rescue 27%, Abeta yeast res -10%, PTHR1 agonist -21%, pAkt inh inactive and GLP1R inv ag -21%.
Screening O=C(CN1CCCCCC1)Nc1ccccc1[N+](=O)[O-] returned aSyn rescue 0%, Mm-Cpn inhibitor 0%, HEK293 tox -1%, TDP43 rescue 1%, Abeta yeast res -8%, FUS yeast rescue -16%, PTHR1 agonist -8%, pAkt inh inactive and GLP1R inv ag -30%.

Next section:
CCOc1ccc(/C=C2\C(=O)c3ccccc3OC2c2ccccc2)cc1 (configuration not stated) was read as aSyn rescue 1%, Mm-Cpn inhibitor -6%, HEK293 tox -21%, TDP43 rescue 19%, Abeta yeast res -9%, FUS yeast rescue 23%, PTHR1 agonist inactive, pAkt inh inactive and GLP1R inv ag -29%.
Screening Cc1ccc(NC(=O)C(C)OC(=O)CSc2ccccc2)cc1 (configuration not stated) returned aSyn rescue -12%, Mm-Cpn inhibitor -1%, HEK293 tox 8%, TDP43 rescue -11%, Abeta yeast res 21%, FUS yeast rescue -3%, PTHR1 agonist -19%, pAkt inh inactive and GLP1R inv ag 5%.
`Cc1ccc2c(c1)N(CC(=O)N1CCCCCC1)C(=O)c1cccnc1O2` gave aSyn rescue -1%, Mm-Cpn inhibitor 1%, HEK293 tox -3%, TDP43 rescue 2%, Abeta yeast res 13%, FUS yeast rescue 16%, PTHR1 agonist inactive, pAkt inh inactive and GLP1R inv ag 5%.
`COc1cc2[nH]c3c(=O)n(CCN4CCCCC4)cnc3c2cc1OC` gave aSyn rescue -8%, Mm-Cpn inhibitor 1%, HEK293 tox 8%, TDP43 rescue -10%, Abeta yeast res 5%, FUS yeast rescue 15%, PTHR1 agonist inactive, pAkt inh inactive and GLP1R inv ag 15%.
Screening CC(C(=O)NC1CCCCC1)N1C(=O)C2C3C=CC(C3)C2C1=O (configuration not stated) returned aSyn rescue 3%, Mm-Cpn inhibitor 0%, HEK293 tox -12%, TDP43 rescue 1%, Abeta yeast res 2%, FUS yeast rescue -10%, PTHR1 agonist -18%, pAkt inh inactive and GLP1R inv ag 5%.
Screening CN(C)c1cc(-c2ccccc2)nc(N)n1 returned aSyn rescue -5%, Mm-Cpn inhibitor 1%, HEK293 tox -7%, TDP43 rescue 14%, Abeta yeast res -10%, FUS yeast rescue -16%, PTHR1 agonist inactive, pAkt inh inactive and GLP1R inv ag -13%.
`NC(=O)c1c(NC(=O)CSc2nc(N)cc(=O)[nH]2)sc2c1CCCC2` gave aSyn rescue inconclusive, Mm-Cpn inhibitor 2%, HEK293 tox -22%, TDP43 rescue 2%, Abeta yeast res 8%, FUS yeast rescue inconclusive, PTHR1 agonist inconclusive, pAkt inh inactive and GLP1R inv ag 59%[activator].
Cc1onc(-c2ccccc2)c1C(=O)NCCCc1ccccc1 was read as aSyn rescue -1%, Mm-Cpn inhibitor 2%, HEK293 tox 5%, TDP43 rescue 10%, Abeta yeast res 6%, FUS yeast rescue -2%, PTHR1 agonist -1%, pAkt inh inactive and GLP1R inv ag -34%.
O=c1[nH]ncc(N/N=C\c2cccnc2)c1Cl was read as aSyn rescue -3%, Mm-Cpn inhibitor 2%, HEK293 tox -18%, TDP43 rescue 15%, Abeta yeast res -6%, FUS yeast rescue -16%, PTHR1 agonist 8%, pAkt inh inactive and GLP1R inv ag 3%.

2 neighbouring records out of the list so far, quoted:
Cc1onc(-c2ccccc2)c1C(=O)NCCCc1ccccc1 was read as aSyn rescue -1%, Mm-Cpn inhibitor 2%, HEK293 tox 5%, TDP43 rescue 10%, Abeta yeast res 6%, FUS yeast rescue -2%, PTHR1 agonist -1%, pAkt inh inactive and GLP1R inv ag -34%.
O=c1[nH]ncc(N/N=C\c2cccnc2)c1Cl was read as aSyn rescue -3%, Mm-Cpn inhibitor 2%, HEK293 tox -18%, TDP43 rescue 15%, Abeta yeast res -6%, FUS yeast rescue -16%, PTHR1 agonist 8%, pAkt inh inactive and GLP1R inv ag 3%.

Assay outcomes deposited in PubChem by National Center for Advancing Translational Sciences (NCATS).
